# Screening data as filed in PubChem BioAssay.
# G9a block = inhibitors of human histone lysine methyltransferase G9a; G9a H3K9 monomethylation, AlphaScreen, 2 h; Potency, µM (top dose mostly 102 µM), for the others: at the highest dose activity, negative = inhibition, hits mostly inhibitors; 8.8% of 350,000 active; Q96KQ7; AID 504332; also: potency is read from the fitted curve at half-maximal effect; % is scaled to controls: 0 for no effect and ±100 for the full control effect; nearly all actives have a fitted effect of over 75% in size
#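 G9a (20 nM) preincubated 15 min RT with compounds, then 500 nM biotinylated H3K9 peptide and 20 uM SAM added; 2 h RT reaction. Monomethyl-H3K9 product detected by AlphaScreen with anti-H3K9me1 antibody, streptavidin donor and anti-rabbit IgG acceptor beads.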
# BAZ2B inh = blocks human BAZ2B; Potency, µM (top dose mostly 114 µM), for the others: at the highest dose activity change, negative = inhibition, most hits filed as inhibitors; AlphaScreen BAZ2B-H3K14Ac peptide displacement; Q9UIF8; 4.4% of 360,000 active; AID 504333; also: potency is read from the fitted curve at half-maximal effect; % is scaled to controls: 0 for no effect and ±100 for the full control effect; nearly all actives have a fitted effect of over 60% in size
#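 Protein-peptide AlphaScreen: BAZ2B 50 nM, b-H3K14Ac 50 nM, 1x PBS pH 7.4 + 0.01% Tween-20. Preincubation 30 min RT; cpd 30 min RT (top 110 uM); beads 20 min RT, light-protected.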
# Pol eta inh = DNA polymerase eta (human) inhibition; Q9Y253; recombinant Pol eta, fluorescent DNA replication assay; Potency, µM (top dose mostly 114 µM), for inactives: at the top dose activity change, negative = inhibition, most hits filed as inhibitors; 1.2% of 390,000 active; AID 588591; also: potency is read from the fitted curve at half-maximal effect; % is scaled to controls: 0 for no effect and ±100 for the full control effect
# Target sequence (Q9Y253 whole entry, looked up): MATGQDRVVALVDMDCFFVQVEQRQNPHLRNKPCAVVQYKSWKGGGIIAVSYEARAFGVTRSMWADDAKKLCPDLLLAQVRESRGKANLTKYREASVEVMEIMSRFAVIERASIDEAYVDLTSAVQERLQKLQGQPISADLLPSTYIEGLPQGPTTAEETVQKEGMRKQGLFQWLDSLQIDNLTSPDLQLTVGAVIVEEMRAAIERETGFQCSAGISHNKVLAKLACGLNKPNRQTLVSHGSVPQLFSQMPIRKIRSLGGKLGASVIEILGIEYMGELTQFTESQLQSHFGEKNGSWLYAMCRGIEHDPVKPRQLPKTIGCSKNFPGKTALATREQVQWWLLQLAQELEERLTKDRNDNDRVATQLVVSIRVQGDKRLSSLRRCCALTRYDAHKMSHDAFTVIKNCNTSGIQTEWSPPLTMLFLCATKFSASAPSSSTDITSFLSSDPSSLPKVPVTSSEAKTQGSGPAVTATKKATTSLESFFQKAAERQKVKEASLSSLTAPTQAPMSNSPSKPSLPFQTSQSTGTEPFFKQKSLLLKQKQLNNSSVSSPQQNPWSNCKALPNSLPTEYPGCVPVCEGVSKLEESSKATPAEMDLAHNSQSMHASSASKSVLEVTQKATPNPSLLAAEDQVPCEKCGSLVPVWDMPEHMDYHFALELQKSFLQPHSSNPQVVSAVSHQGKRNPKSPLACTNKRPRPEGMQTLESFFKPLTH
#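 Fluorescent replication assay: 50 nM final substrate added after a 15 min room-temperature compound preincubation with 10 nM enzyme. Signal taken at 0 min and again at 10 min.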
# JMJD2A Tudor = inhibitors of human JMJD2A Tudor domain; O75164; AlphaScreen JMJD2A-Tudor / H3K4me3 peptide binding; Potency, µM (top dose mostly 114 µM), for the others: at the highest dose activity change, negative = inhibition, most hits filed as inhibitors; 4.4% of 390,000 active; AID 504339; also: potency is read from the fitted curve at half-maximal effect; % is scaled to controls: 0 for no effect and ±100 for the full control effect; nearly all actives have a fitted effect of over 50% in size
# HP1b chromo inh = blocks HP1-beta chromodomain binding to methylated histone tails; P83916; AlphaScreen HP1-beta / biotin-H3K9me3 peptide binding; Potency, µM (top dose mostly 114 µM), without a hit: at the top dose activity change, negative = inhibition, most hits filed as inhibitors; 0.56% of 390,000 active; AID 540317; also: potency is read from the fitted curve at half-maximal effect; nearly all actives have a fitted effect of over 70% in size; inactives centre near 23
# Target sequence (P83916 whole entry, looked up): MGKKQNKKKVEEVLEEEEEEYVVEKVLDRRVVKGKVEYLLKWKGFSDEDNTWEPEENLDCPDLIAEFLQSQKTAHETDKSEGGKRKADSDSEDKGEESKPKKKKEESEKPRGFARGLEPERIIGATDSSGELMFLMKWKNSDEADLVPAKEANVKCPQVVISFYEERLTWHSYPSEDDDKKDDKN
#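 Compound inhibition of the preformed complex between 50 nM HP1-beta and 50 nM biotinylated H3K9me3 peptide was read by AlphaScreen. Buffer was PBS pH 7.4 with 0.01% Tween-20. Incubations ran 30 min at room temperature, with 10 ug/mL donor/acceptor beads.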
# PGK inhibitor = blocks T. brucei phosphoglycerate kinase | 0.043% of 380,000 active | PGK/GAPDH coupled, Kinase-Glo luminescence, 60 min | Potency, µM (doses to about 57.5 µM), for the others: at the highest dose activity change, negative = inhibition, actives largely listed as inhibitors | P07378 | AID 602233; also: potency is read from the fitted curve at half-maximal effect; % is scaled to controls: 0 for no effect and ±100 for the full control effect; nearly all actives have a fitted effect of over 60% in size
#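 Luminescent ATP detection (Kinase-Glo Plus) follows a 60-minute room-temperature incubation, with wells lacking PGK as controls. Buffer: 100 mM TEA (pH 7.6), 5 mM MgCl2, 0.01% Tween-20. Coupling enzyme GAPDH (100 nM final) supplies unstable 1,3-BPG in-well.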
# Pin1 inh = human Pin1 inhibition; Pin1 FP peptide displacement, HiFluor488, 10 min; Potency, µM (titrated, usually from 115 µM), for inactives: at the top dose activity, negative = inhibition, most hits filed as inhibitors; 0.009% of 390,000 active; active = well fitted inhibition curve with a large enough effect in the polarisation, with a control signal flat, not every such curve was filed as active; inconclusive = small, poorly fitted or top-dose-only effect, or effect the other way, or a change in a side signal; inactive = no such curve, though single readings can be large or run the other way; the % refers to the polarisation; also: potency is read from the fitted curve at half-maximal effect; % is scaled to controls: 0 for no effect and ±100 for the full control effect
# Target sequence (Q13526 whole entry, looked up): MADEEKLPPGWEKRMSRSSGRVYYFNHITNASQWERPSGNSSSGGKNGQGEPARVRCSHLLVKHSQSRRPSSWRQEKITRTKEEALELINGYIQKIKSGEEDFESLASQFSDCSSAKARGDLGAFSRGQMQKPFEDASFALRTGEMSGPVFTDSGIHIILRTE
# PI4K2A inh = PI4K2A (human) kinase inhibition; 0.13% of 420,000 active; activity change, negative = inhibition, % at 76.9 µM; purified PI4K2A, ADP-Glo luminescence, 1 h; stronger effect = lower value; in the data active = activity change below about -50%; inconclusive = mostly about -30% to -49%;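 also: -100% = wells without enzyme as full effect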
#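 ADP-Glo luminescence measured ADP generated by PI4K2A enzyme (4 ug/mL before mixing) with 1.2 mM PI substrate (pre-mix) and 300 microM ATP (pre-mix). Tris pH7.5 buffer with MgCl2, Triton X-100; 1 h reaction at ambient temperature.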
# GLS inhibitor = glutaminase GLS (human) inhibition. O94925. GLS enzymatic activity, qHTS titration. Potency, µM (top dose mostly 45.5 µM), without a hit: top-dose activity change, negative = inhibition, most hits filed as inhibitors. 0.21% of 410,000 active. AID 624170; also: potency is read from the fitted curve at half-maximal effect; % is scaled to controls: 0 for no effect and ±100 for the full control effect
#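 Enzyme dispensed in phosphate buffer (45 mM, pH 8.2, 0.02% Tween-20), compounds pinned in, then 1 mM L-glutamine solution and the glutamate oxidase–HRP–Amplex Red mix added; fluorescence read immediately and again after 30 min at room temperature.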
# Starred values were filed as active, the others as inactive; i = inactive; u = inconclusive; x = not tested or not shown; & = joins results of further samples; [ ] = dose if it differs, or a comment. Unless noted, calls follow the shape of the dose curve; as a rule, active = well fitted curve in the direction sought with a large enough effect; inconclusive = small, poorly fitted or top-dose-only effect, or another doubt; inactive = no such curve, though single readings can be large; an effect the other way counts as inactive or inconclusive. Only part of the results is shown; rates above refer to the full screens.
SMILES,G9a block,BAZ2B inh,Pol eta inh,JMJD2A Tudor,HP1b chromo inh,PGK inhibitor,Pin1 inh,PI4K2A inh,GLS inhibitor
CCCN1C(=O)C2(C(C(=O)c3ccc(C)o3)=C(O)C(=O)N2CCCOC)c2ccccc21 (centres undefined),u,-13%,-14%,-21%,11%,i,-6%,2,u
COc1ccc(C)cc1S(=O)(=O)NC(C)C(=O)NC1CC1 (centres undefined),x,1%,-1%,-2%,38%,11%,-4%,0,6%
CCOc1cccc(C(=O)Nc2cc(C)c(O)c(-c3nc4ncccc4o3)c2)c1,2%[59 µM],-5%,-8%,4%,28%,i,30%[activator],1,-4%
O=C(COC(=O)/C=C/c1ccccc1[N+](=O)[O-])Nc1ccc2[nH]c(=O)[nH]c2c1,x,x,u,u,14%[57 µM],5%,u,-1,-2%
Cc1nc(C)c(-c2csc(Nc3ccc(O)c(C(=O)O)c3)n2)s1,79µM*,u,u,-29%,-8%,4%,-6%,1,u
O=C(c1csc2ccccc12)N1CCN(c2ccccn2)CC1,14%[59 µM],-2%,-6%,-24%,4%,-3%,-7%,-22,u
CCOC(=O)c1cn(-c2ccc(F)c(F)c2F)c2c(F)c(F)c(F)cc2c1=O,6%[59 µM],7%,-7%,-15%,34%,i,1%,1,-1%
CN(Cc1nc(C(c2ccccc2)c2ccccc2)no1)CC1COCCO1 (centres undefined),-54%,-8%,-9%,-1%[11.4 µM],46%[activator],-5%,-1%,-8,-4%
CC(C)C(=O)NNC(=O)CSc1ncnc2c1cnn2-c1ccccc1Cl,27%,0%,-23%,-6%,44%[activator],x,-2%,-2,2%
C[C@H]1[C@H](C)CC[C@]2(C(=O)O)CC[C@]3(C)C(=CC[C@@H]4[C@@]5(C)CC[C@H](O)C(C)(C)[C@@H]5CC[C@]43C)[C@H]12,35%[59 µM],0%,-7%,-15%,u,4%,1%,-22,24%
O=Cc1ccccc1-c1cn(CN2C(=O)c3ccccc3C2=O)nn1,-21%,5%,-12%,-15%,26%,-4%,2%,3,9%
Cc1c(Cl)c([N+](=O)[O-])nn1CCCC(=O)Nc1cccc(Cl)c1Cl,14%,1%,-18%,-4%,8%,i,-2%,5,-8%
COC(CN(C)S(=O)(=O)c1cc2c3c(c1)CCC(=O)N3CCC2)OC,-12%,1%,-13%,-10%,68%[activator],-7%,-6%,-3,5%
COc1ccc(C2C(C(=O)NCc3ccccn3)CCC(=O)N2c2cc(OC)c(OC)c(OC)c2)cc1 (centres undefined),5%,-3%,-18%,2%,37%,-4%,u,1,-12%
Cc1ccc(-n2c(C)cc(C(=O)COC(=O)C3=NNC(=O)CC3)c2C)cc1,-41%[12.7 µM],u,u,-34%,-22%,3%,0%,8,31%
O=C(/C(=N/N=C/c1ccc(O)c(O)c1)c1ccccc1)c1ccccc1,32µM*,40µM*,-24%,25µM*,u,-1%,-5%,3,6%
CCOC(=O)c1c(C)c(C(=O)NCc2ccc(Cl)cc2)c(C)n1C,-38%[59 µM],-9%,-15%,-13%,12%,4%,4%,-7,-14%
CNC(=O)/C(=C\c1ccc2c(c1)OCO2)NC(=O)c1ccc(Br)cc1,-4%[59 µM],4%,-4%,-13%,12%,3%,5%,0,11%
CCOc1cc(/C=N/NC(=O)CSc2cccc3cccnc23)ccc1O,2%,-13%,-8%,-12%,6%,-3%,0%,-1,46%[activator]
CCC(C)(C)c1ccc(Oc2ccc(NC(=O)COC(=O)C3=COCCO3)cc2)cc1,-9%,-15%,-21%,-35%,7%,i,5%,-2,-9%
Cc1ccc(C)c(C(=O)CCC(=O)NCc2ccc(Cl)cc2)c1,8%,4%,-9%,-6%,49%[activator],2%,-18%,6,2%
COC(=O)N/N=C/c1cc(N=Nc2ccccc2)ccc1O,x,-36%,-24%,-19%,0%,3%,-2%,-3,0%
Cc1ccc(F)cc1NC(=O)Cc1nn(C)c(=O)c2ccccc12,12%[2.33 µM],-4%[57.1 µM],-6%,-11%,19%,-6%,1%,2,3%
O=C(C1=C(O)C(=O)N(CCN2CCOCC2)C1c1cccc(O)c1)c1cc2ccccc2o1 (centres undefined),50µM*,u,u,u,2%,-1%,-3%,6,2%
Cc1cc(C)c(C(=O)N(C)CC2CCCN(CCc3ccccc3F)C2)o1 (centres undefined),26%,-26%,-7%,-24%,-4%,-12%,-3%,-1,8%
Clc1ccc(CNc2ncccn2)cc1,-6%,-17%,-17%,5%,27%,6%,4%,1,-21%
NS(=O)(=O)c1ccc(NC(=O)CSc2nc(Nc3ccccc3)nc(N3CCOCC3)n2)cc1,17%,-8%,-9%,-4%,13%,0%,-2%,-4,-1%
Cc1ccc(Nc2nc(C)c3c(n2)CC(C)CC3=O)c(C)c1 (centres undefined),x,11%,-4%,-8%,8%,-3%,-5%,2,6%
O=C(O)c1ccc(CSc2nnnn2C2CCCCC2)cc1,u,-2%,-12%,1%[57.1 µM],44%[activator],-9%,-4%,0,-3%
O=C(O)c1n[nH]nc1-c1ccccc1,3.5µM*,56µM*,-4%,4.5µM*,33%,5%,-3%,2,3%
CCC(C)NC(=O)Cn1c(=O)n(-c2ccc(C)c(C)c2)c(=O)c2c3c(sc21)CCCCC3 (centres undefined),5%[59 µM],1%,-2%,10%,25%,3%,u,-2,3%
COc1ccc(OC)c(-c2csc(-c3cccs3)n2)c1,186%[activator],85%[activator],-5%,79%[activator],105%[activator],-4%,-6%,-7,0%
O=C(CCCCCn1c(=O)[nH]c2ccsc2c1=O)NCc1ccccc1,-8%[59 µM],1%,-16%,0%,43%[activator],-9%,7%,-16,0%
CC(C)CC(=O)Nc1cccc(-c2nc3ccccc3[nH]2)c1,4%,-24%&-1%,-38%&-9%,-11%[11.4 µM],-5%&39%,-7%,-3%&-2%,-8&-2,57%&5%[activator]
O=C(CCCc1ccccc1)NCCCc1ccccc1,29%,-1%,-7%,9%,40%[activator],14%,-14%,1,2%
CCOc1cc(S(=O)(=O)N2CCN(c3ccc(F)cc3)CC2)c(OCC)cc1-n1cnnn1,29%[59 µM],15%,-4%,-19%,8%,-3%,-2%,-1,6%
Cc1ccc(C(=O)CNc2cc(C)ccc2C)cc1,16%[0.501 µM],3%,-14%,-10%,35%,6%,-7%,-3,2%
O=C(Nc1ccccc1C(=O)NCCCn1ccnc1)c1ccc(Cl)cc1Cl,-1%[59 µM],-34%,-17%,-15%,34%,i,-3%,1,-3%
Cc1ccc(C(=O)Nc2nccs2)cc1S(=O)(=O)N1CCCCC1,21%[2.33 µM],u,-11%,-4%,39%,-6%,-11%,2,-3%
COc1ccc(C(C)C)cc1S(=O)(=O)Nc1ccncc1,3%[59 µM],-15%,-17%,-20%[57.1 µM],36%,-6%,-2%,-1,1%
CCOC(=O)c1c(NC(=O)c2ccco2)n(C2CCCCC2)c2nc3ccccc3nc12,50µM*,13%,-1%,-15%,54%[activator],x,u,u,-8%
Cn1cccc1CN1CCC[C@]2(N[C@H](c3ccc(C(F)(F)F)cc3)[C@@H]3C(=O)N(Cc4ccccc4)C(=O)[C@@H]32)C1=O,x,x,-15%,x,x,i,x,8,-6%
COc1cc(NC(=O)c2ccccc2Cl)ccc1NC(=O)c1cccs1,-6%,-1%,-1%,-10%,26%,-1%,-5%,3,-5%
Cc1noc(C)c1COC(=O)[C@H](C)NS(=O)(=O)c1ccc(Cl)c(Cl)c1,-6%[12.7 µM],-2%,8%,-12%,28%,-3%,2%,1,2%
CC1CCCCN1C(=O)c1ccc2c(c1)N(Cc1ccc(Cl)cc1)C(=O)c1ccccc1S2=O (centres undefined),-17%[59 µM],-25%,-13%,-19%,27%,-9%,4%,1,7%
COc1ccc(CNC(=O)C(=O)NCC2OCCCN2S(=O)(=O)c2cccs2)cc1 (centres undefined),57%[activator],5%,0%,-16%,2%,-5%,-8%,5,-1%
O=C(NCCCN1CCCCCC1)C1CC(=O)N(C2CCCC2)C1 (centres undefined),-26%[0.0925 µM],15%,-10%,-27%,18%,x,10%,-8,-6%
Cc1nnc(SCC(=O)Nc2ccc3c(c2)OCCO3)n1CC1CCCO1 (centres undefined),22%[59 µM],4%,-1%,-2%,54%[activator],7%,0%,1,7%
Nn1c(SCC(=O)Nc2ccc(N3CCOCC3)cc2)nnc1-c1ccccc1F,-13%[2.33 µM],6%,-8%,-5%,22%,-3%,x,3,44%[activator]
CC(C)NS(=O)(=O)c1ccc(OCC(=O)Nc2ccc3c(c2)OCCO3)cc1,-2%[12.7 µM],0%,-3%,-12%,5%,i,3%,-3,u
CC(C)Oc1ccc(N2CC(C(=O)Nc3ccc(N4CCOCC4)cc3)CC2=O)cc1 (centres undefined),10%[59 µM],7%,-1%,-11%,38%,-6%,-4%,-1,23%
O=C(OCC(=O)c1ccc[nH]1)c1ccc(F)c(S(=O)(=O)N2CCOCC2)c1,x,x,-3%,-7%,31%,0%,1%,0,-1%
CC1CCC2(CC1)C(Nc1cccc(Cl)c1)=NC(=S)N2CC#N (centres undefined),3%[59 µM],32%[activator],-19%,-7%,43%[activator],-10%,-1%,-4,-21%
